Assay outcomes deposited in PubChem by Broad Institute.
TcdB GH inh – blocks C. difficile toxin B glycohydrolase activity; P18177; TcdB glycohydrolase enzymatic assay, plate reader; inhibition, % at 9.99 µM; hit rate 0.24% among 350,000; AID 652162; in the data active = inhibition above about 10%
An asterisk follows results filed as active; & = joins results of further samples. Only part of the results is shown. The share of hits here may be higher or lower than overall.

The opening three compounds (preview)
SMILES	TcdB GH inh
C[C@@H]1CN([C@@H](C)CO)C(=O)Cc2cc(NS(=O)(=O)c3cccs3)ccc2O[C@@H]1CN(C)CC1CC1	2.1
CC(C)NC(=O)Nc1ccc2c(c1)C(=O)N([C@H](C)CO)C[C@H](C)[C@@H](CN(C)C(=O)Cc1ccccc1)OCCCC[C@H](C)O2	0.9
C[C@@H]1CCCCO[C@@H](CN(C)Cc2ccccc2)[C@H](C)CN([C@@H](C)CO)C(=O)c2cc(NC(=O)Nc3ccc(F)cc3)ccc2O1	0.4

The listing, repeating the preview:
SMILES	TcdB GH inh
C[C@@H]1CN([C@@H](C)CO)C(=O)Cc2cc(NS(=O)(=O)c3cccs3)ccc2O[C@@H]1CN(C)CC1CC1	2.1
CC(C)NC(=O)Nc1ccc2c(c1)C(=O)N([C@H](C)CO)C[C@H](C)[C@@H](CN(C)C(=O)Cc1ccccc1)OCCCC[C@H](C)O2	0.9
C[C@@H]1CCCCO[C@@H](CN(C)Cc2ccccc2)[C@H](C)CN([C@@H](C)CO)C(=O)c2cc(NC(=O)Nc3ccc(F)cc3)ccc2O1	0.4
CC(C)NC(=O)N(C)C[C@@H]1Oc2c(NC(=O)c3cnccn3)cccc2C(=O)N([C@H](C)CO)C[C@@H]1C	-0.2
CS(=O)(=O)Nc1ccc2c(c1)[C@H]1C[C@@H](CC(=O)N3CCOCC3)O[C@@H](CO)[C@H]1O2	-1.1
CNC[C@@H]1Oc2ccc(NC(=O)Nc3ccccc3)cc2CC(=O)N([C@@H](C)CO)C[C@H]1C	0.4
Cc1noc(C)c1NC(=O)Nc1ccc2c(c1)CC(=O)N([C@@H](C)CO)C[C@@H](C)[C@H](CN(C)CC1CC1)O2	-0.5
COc1ccc(NC(=O)Nc2ccc3c(c2)CC(=O)N([C@@H](C)CO)C[C@H](C)[C@H](CN(C)S(=O)(=O)c2cn(C)cn2)O3)cc1	-0.3
C[C@@H]1CCCCO[C@@H](CN(C)S(=O)(=O)c2cn(C)cn2)[C@@H](C)CN([C@@H](C)CO)C(=O)c2cc(NC(=O)C3CCCCC3)ccc2O1	0.3
C[C@@H]1CN([C@@H](C)CO)C(=O)c2cc(C#Cc3cccc(F)c3)cnc2O[C@@H]1CN(C)CC1CCCC1	-0.9
C[C@H]1CCCCO[C@@H](CN(C)S(=O)(=O)c2cn(C)cn2)[C@@H](C)CN([C@@H](C)CO)C(=O)c2cc(NS(=O)(=O)c3cccs3)ccc2O1	0.2
CCCC#Cc1cnc2c(c1)C(=O)N([C@@H](C)CO)C[C@H](C)[C@@H](CN(C)C(=O)C1CCC1)O2	0.0
C/C=C/c1ccc([C@H]2[C@@H](C#N)N(C(=O)c3cccnc3)[C@@H]2CO)cc1	-1.6
C[C@@H]1CN([C@H](C)CO)C(=O)c2cc(NS(=O)(=O)c3ccc(F)cc3)ccc2O[C@@H](C)CCCCO[C@H]1CN(C)CC1CCCCC1	0.7
O=C(c1ccc(F)cc1)N1CC(=O)N2[C@@H](CO)[C@@H](c3ccc(C#CCC4CCCC4)cc3)[C@@H]2C1	-1.5
COC(=O)[C@H]1[C@H](CO)[C@H]2Cn3c(ccc(C4=CCCCC4)c3=O)[C@H]2N1CCC(F)(F)F	-0.4
CCCC#Cc1ccc2c(c1)O[C@H](CN(C)S(=O)(=O)c1cccc(F)c1)[C@H](C)CN([C@@H](C)CO)S2(=O)=O	1.4
CCCNC(=O)C[C@@H]1CC[C@@H]2[C@H](COc3ccc(NS(=O)(=O)c4ccccc4C)cc3C(=O)N2C)O1	2.0
C[C@H](CO)N1C[C@H](C)[C@H](CN(C)Cc2ccc(C(F)(F)F)cc2)OCCCC[C@H](C)Oc2ccc(NC(=O)Nc3ccc4c(c3)OCO4)cc2C1=O	0.4
C[C@H]1CN([C@@H](C)CO)C(=O)Cc2cc(NS(=O)(=O)c3ccc(Cl)cc3)ccc2O[C@@H]1CN(C)Cc1ccc(Oc2ccccc2)cc1	-0.2
C[C@H]1CN([C@@H](C)CO)C(=O)c2cc(C#CCc3ccccc3)cnc2O[C@H]1CN(C)C(=O)C1CCCCC1	1.3
COCCOC(=O)N1C(=O)[C@@]2(c3cc(C#Cc4ccc(OC)cc4)ccc31)[C@H](c1ccccc1OCCO)N1[C@H](c3ccccc3)[C@H](c3ccccc3)OC(=O)[C@H]1[C@@H]2C(=O)NC[C@H](O)c1ccccc1	0.9
COc1ccc2c3c(n(C)c2c1)[C@H](CO)N(Cc1ccccc1)CC31CN(C(=O)c2ccccc2F)C1	1.2
C[C@H]1CCCCO[C@H](CN(C)Cc2ccc3c(c2)OCO3)[C@@H](C)CN([C@@H](C)CO)C(=O)c2cc(NC(=O)NC3CCCCC3)ccc2O1	0.3
O=C(N[C@@H]1CC[C@@H](CCNS(=O)(=O)c2ccc(Cl)cc2)O[C@@H]1CO)c1cnccn1	0.5
COc1ccc(NC(=O)N(C)C[C@H]2OCCCC[C@@H](C)Oc3ccc(NS(=O)(=O)c4ccc(C)cc4)cc3C(=O)N([C@@H](C)CO)C[C@H]2C)cc1	0.4
C[C@H]1CN([C@@H](C)CO)C(=O)CCCn2nncc2CO[C@@H]1CN(C)Cc1ccc2c(c1)OCCN2C	-3.0
CC(C)NC(=O)N1CCCCN2[C@@H](CO)[C@@H](c3ccc(C#CC4CC4)cc3)[C@@H]2C1	0.5
Cc1cccc(S(=O)(=O)N2C[C@@H](O)COC[C@@H]3O[C@H](CC(=O)Nc4ccc(-c5ccccc5)cc4)CC[C@H]32)c1	-15
Cc1noc(C)c1S(=O)(=O)Nc1ccc2c(c1)C(=O)N([C@H](C)CO)C[C@@H](C)[C@@H](CN(C)C)OCCCC[C@H](C)O2	-1.7

Random excerpt: 4 entries already listed, in no set order.
SMILES	TcdB GH inh
C[C@H](CO)N1C[C@H](C)[C@H](CN(C)Cc2ccc(C(F)(F)F)cc2)OCCCC[C@H](C)Oc2ccc(NC(=O)Nc3ccc4c(c3)OCO4)cc2C1=O	0.4
C[C@H]1CN([C@@H](C)CO)C(=O)CCCn2nncc2CO[C@@H]1CN(C)Cc1ccc2c(c1)OCCN2C	-3.0
C[C@@H]1CCCCO[C@@H](CN(C)Cc2ccccc2)[C@H](C)CN([C@@H](C)CO)C(=O)c2cc(NC(=O)Nc3ccc(F)cc3)ccc2O1	0.4
C[C@@H]1CN([C@@H](C)CO)C(=O)c2cc(C#Cc3cccc(F)c3)cnc2O[C@@H]1CN(C)CC1CCCC1	-0.9

(continued)
SMILES	TcdB GH inh
OC[C@@H]1[C@@H](c2ccc(C#CC3(O)CCCC3)cc2)[C@H]2CN(Cc3ccncc3)CCCCN12	0.7
C[C@H]1CN([C@@H](C)CO)C(=O)c2cc(NC(=O)C3CC3)ccc2O[C@H]1CN(C)C(=O)Nc1ccc(F)cc1	-14
C[C@H]1CN([C@@H](C)CO)S(=O)(=O)c2ccc(/C=C/c3ccccc3)cc2O[C@@H]1CN(C)Cc1cncnc1	0.4
Cc1ccc(S(=O)(=O)N[C@@H]2CC[C@H](CC(=O)N3CCc4ccccc4C3)O[C@H]2CO)cc1	-0.1
COCC(=O)Nc1ccc2c(c1)[C@H]1C[C@@H](CC(=O)NCc3ccccc3F)O[C@H](CO)[C@H]1O2	0.4
C[C@H]1CN([C@@H](C)CO)C(=O)Cc2cc(NS(=O)(=O)c3ccc(Cl)cc3)ccc2O[C@@H]1CN(C)S(=O)(=O)c1ccc(F)cc1	0.0
C[C@@H]1CN([C@H](C)CO)C(=O)Cc2cc(NS(=O)(=O)c3ccccc3)ccc2O[C@H]1CN(C)Cc1ccc(C(=O)Nc2ccccc2N)cc1	0.0
N#C[C@H]1[C@@H](c2ccccc2-c2ccccc2F)[C@@H](CO)N1C(=O)c1cccc(F)c1	-0.9
COCC(=O)N1[C@H](C(=O)Nc2ccccc2)[C@@H](CO)[C@@H]2Cn3c(ccc(-c4ccccc4)c3=O)[C@@H]21	-1.6
Cc1ccccc1S(=O)(=O)N1[C@@H]2CNC[C@H]1C2c1ccc(-c2cccc(C(=O)N(C)C)c2)cc1 (some centres undefined)	-0.4&0.2
CC(C)NC(=O)Nc1ccc2c(c1)C(=O)N([C@H](C)CO)C[C@H](C)[C@@H](CN(C)Cc1ccncc1)O2	-0.6
O=C(C[C@H]1C[C@H]2c3cc(NC(=O)C4CCOCC4)ccc3O[C@H]2[C@H](CO)O1)NCc1cccc(F)c1	-6.4
C[C@H](O)C#Cc1cnc2c(c1)C(=O)N([C@@H](C)CO)C[C@H](C)[C@@H](CN(C)CC1CCCC1)O2	0.2
O=C(NCC[C@H]1CC[C@@H](NS(=O)(=O)c2ccc(Oc3ccccc3)cc2)[C@H](CO)O1)C1CC1	-1.5
C[C@H]1CCCCO[C@@H](CN(C)C)[C@@H](C)CN([C@@H](C)CO)C(=O)c2cc(NS(=O)(=O)c3ccccc3)ccc2O1	-0.3
CCOC(=O)[C@@H]1[C@@H]2NC(=S)N(C)[C@@]1(COCc1ccc(OC)cc1)Oc1ccccc12	0.6
C[C@@H]1CN([C@@H](C)CO)C(=O)c2cc(C#C[C@@H](C)O)cnc2O[C@@H]1CN(C)C(=O)c1ccc(F)cc1	-0.1
O=C(N[C@@H]1CC[C@@H](CCNC(=O)C2CCCC2)O[C@H]1CO)c1ccncc1	-1.2
C[C@H](CO)N1C[C@H](C)[C@@H](CN(C)S(=O)(=O)c2cccs2)Oc2c(NC(=O)Nc3cccc4ccccc34)cccc2C1=O	-0.3
C[C@@H]1CN([C@H](C)CO)C(=O)c2cc(C#CCc3ccccc3)cnc2O[C@@H]1CN(C)Cc1cccnc1	-1.7
Cc1ccc(S(=O)(=O)N(C)C[C@@H]2Oc3ccc(NC(=O)Nc4c(C)noc4C)cc3CC(=O)N([C@@H](C)CO)C[C@H]2C)cc1	0.7
C[C@H]1CN([C@@H](C)CO)C(=O)c2cc(NS(C)(=O)=O)ccc2O[C@@H]1CN(C)CC1CC1	-0.1
C[C@H](CO)N1C[C@H](C)[C@H](CN(C)Cc2ccc(C(F)(F)F)cc2)Oc2c(NC(=O)Nc3cccc4ccccc34)cccc2C1=O	-0.9
CC(C)NC(=O)N1CC(=O)N2[C@H](CO)[C@@H](c3ccc(C#CCN(C)C)cc3)[C@@H]2C1	0.0
CN1c2ccc(-c3cccc(F)c3)cc2[C@H]2[C@H](CCN2C(=O)C2CCOCC2)[C@@H]1CO	0.7
CC(C)NC(=O)N(C)C[C@@H]1Oc2ncc(C#Cc3ccc(F)cc3)cc2C(=O)N([C@H](C)CO)C[C@@H]1C	0.2&-0.8
CO[C@H]1CN(C)C(=O)c2cc(NC(=O)NC(C)C)ccc2OC[C@@H](C)N(C(=O)CN(C)C)C[C@@H]1C	1.1
Cc1ccc(S(=O)(=O)N[C@H]2CC[C@@H](CCn3cc(-c4ccccc4F)nn3)O[C@@H]2CO)cc1	-0.1
Cc1noc(C)c1NC(=O)N(C)C[C@@H]1Oc2ccc(NC(=O)CCCCCC(=O)Nc3ccccc3N)cc2CC(=O)N([C@H](C)CO)C[C@H]1C	0.1
COc1ccc(S(=O)(=O)N(C)C[C@H]2Oc3ccc(NC(=O)Nc4c(C)noc4C)cc3C(=O)N([C@H](C)CO)C[C@H]2C)cc1	0.2
C[C@@H]1CN([C@H](C)CO)C(=O)Cc2cc(N(C)C)ccc2O[C@@H]1CN(C)S(C)(=O)=O	-3.4
C[C@H]1CN([C@@H](C)CO)C(=O)c2cccc(NC(=O)c3cnccn3)c2O[C@H]1CN(C)C(=O)Nc1ccc2c(c1)OCO2	-0.2
C/C=C/c1ccc2c(c1)O[C@H](CN(C)C(=O)c1cnccn1)[C@H](C)CN([C@@H](C)CO)S2(=O)=O	-1.7
O=C(C[C@@H]1C[C@H]2c3cc(NC(=O)C4CCOCC4)ccc3O[C@H]2[C@H](CO)O1)NC1CCCC1	0.9
OC[C@@H]1[C@H](c2ccc(C#Cc3ccccc3)cc2)[C@H]2CN(Cc3cncnc3)CCCCN12	0.8
O=C(c1ccccc1F)N1CC[C@H]2[C@H](CO)Nc3ccc(-c4ccccc4)cc3[C@H]21	-0.1
C[C@H]1CN([C@@H](C)CO)C(=O)c2cc(C#CC3CC3)cnc2O[C@@H]1CN(C)C(=O)Nc1ccccc1	-0.5
COc1ccccc1S(=O)(=O)N[C@@H]1CC[C@@H](CC(=O)NCc2cc(F)cc(F)c2)O[C@@H]1CO	-0.5
COc1cccc(-c2ccc3n(c2=O)C[C@@H]2[C@@H](CO)[C@H](C(=O)NCC4CC4)N(C(C)=O)[C@H]32)c1	0.6
CNC[C@H]1Oc2cc(C#CC3CCCC3)ccc2S(=O)(=O)N([C@H](C)CO)C[C@@H]1C	-3.0
C[C@H](CO)N1C[C@H](C)[C@@H](CN(C)Cc2ccc(-c3ccccc3)cc2)Oc2ccc(NC(=O)NC3CCCCC3)cc2CC1=O	0.9
CNC(=O)C[C@H]1CC[C@H]2[C@H](COc3ccc(NC(=O)Nc4ccc(F)c(F)c4)cc3C(=O)N2C)O1	1.0
C[C@@H]1CCCCO[C@@H](CN(C)Cc2ccc(C(F)(F)F)cc2)[C@@H](C)CN([C@H](C)CO)C(=O)c2cc(NS(=O)(=O)c3cn(C)cn3)ccc2O1	-0.1
Cc1cccc(S(=O)(=O)N2C[C@@H]3[C@H](c4ccccc42)[C@H](CO)N3CC2CCCC2)c1	1.0
CO[C@@H]1CN(C)C(=O)c2ccc(NS(=O)(=O)c3ccc(C)cc3)cc2OC[C@@H](C)N(Cc2nccs2)C[C@@H]1C	-0.7
C[C@H](CO)N1C[C@H](C)[C@@H](CN(C)C(=O)c2cccnc2)Oc2cc(C#CC3(O)CCCC3)ccc2S1(=O)=O	0.9
C[C@H](CO)N1C[C@H](C)[C@@H](CN(C)CC2CC2)Oc2c(NC(=O)Nc3ccc(C(F)(F)F)cc3)cccc2C1=O	-0.1
COc1ccc2c3c([nH]c2c1)[C@H](CO)N(S(C)(=O)=O)CC31CN(C(=O)c2cccnc2)C1	-1.7
O=C(C[C@@H]1C=C[C@@H](NC(=O)Nc2cccc(F)c2)[C@H](CO)O1)NCC1CC1	0.2
